Assay outcomes from PubChem BioAssay.
DENV2 CPE rescue: inhibitors of DENV2 cytopathic effect. DENV2-infected cells, cytopathic effect rescue, plate reader. AID 651640. CPE inhibition, % at 9.99 µM. actives 1.7% (n = 350,000); in the data active = CPE inhibition above about 20%, passing the limit was not always enough; inconclusive = no clear call, values can overlap the other calls; tested in BHK-21 cells;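 note: 0% = median of neutral control wells and 100% = median of positive control wells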
F508del corr: CFTR F508del correction in bronchial cells; CFBE cells, YFP halide quenching; stimulated with forskolin plus potentiator P3; % fluorescence drop versus neutral controls; activity (quench increase), % at 7.58 µM; actives 0.36% (n = 350,000); AID 720511;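 active = mean added fluorescence quench of at least 8% versus neutral control, with both replicates also reaching 8%; inconclusive = only one of the mean or replicate conditions met; inactive = mean below 8% and not both replicates reaching 8%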;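 note: cells transiently co-express mutant CFTR-F508del with the halide-sensitive YFP; corrector assay measuring rescue of mutant channel to the surface after 24 h compound exposure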
GSIS activator: GLuc luminescence reporter in INS-1E cells, primary screen for activators of glucose-dependent secretion of insulin. actives 0.61% (n = 370,000). INS-1E GLuc reporter insulin secretion, 2-3 h. activation, % at 16.6 µM;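 active = lowest replicate activation of at least 40%, so every replicate reaches that level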;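 note: 0% = median of neutral control wells and 100% = median of IBMX positive control wells; some compounds called inactive have numbers as strong as hits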
RAD54 inh: blocks human RAD54 Holliday junction branch migration | FAM/BHQ fluorescence | inhibition, % at 10.4 µM | actives 0.14% (n = 360,000);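 active = mean normalized replicate activity at least 40 and at least half of replicates scoring 40 or more; inconclusive = only one of the two criteria met; inactive = mean below 40 and under half of replicates reaching 40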;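 note: 0% = median of neutral control wells and 100% = median of positive control wells; inhibitors cause a drop in the FAM fluorescence signal; in these data hits start at about 50%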
Target sequence (Q92698 whole entry, looked up): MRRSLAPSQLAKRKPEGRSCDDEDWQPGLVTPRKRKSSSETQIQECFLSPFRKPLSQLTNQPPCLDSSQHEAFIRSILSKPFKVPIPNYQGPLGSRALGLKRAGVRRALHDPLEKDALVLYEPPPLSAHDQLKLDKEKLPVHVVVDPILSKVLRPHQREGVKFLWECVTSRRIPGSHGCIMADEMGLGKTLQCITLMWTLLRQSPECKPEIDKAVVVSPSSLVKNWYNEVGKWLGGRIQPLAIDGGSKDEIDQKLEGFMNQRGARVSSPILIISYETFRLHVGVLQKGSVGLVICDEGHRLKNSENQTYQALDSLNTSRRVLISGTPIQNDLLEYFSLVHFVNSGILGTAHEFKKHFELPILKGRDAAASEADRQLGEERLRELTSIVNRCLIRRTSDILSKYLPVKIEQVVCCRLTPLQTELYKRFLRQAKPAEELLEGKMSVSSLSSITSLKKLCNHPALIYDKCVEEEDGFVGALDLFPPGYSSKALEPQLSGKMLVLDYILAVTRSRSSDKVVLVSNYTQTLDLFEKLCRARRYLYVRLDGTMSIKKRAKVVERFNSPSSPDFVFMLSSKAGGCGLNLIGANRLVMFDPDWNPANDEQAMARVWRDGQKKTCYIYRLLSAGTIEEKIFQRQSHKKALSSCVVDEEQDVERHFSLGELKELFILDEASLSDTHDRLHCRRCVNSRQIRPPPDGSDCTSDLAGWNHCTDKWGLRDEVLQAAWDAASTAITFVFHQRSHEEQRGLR
Xi reactivation: X-chromosome reactivation activator; XiGFP mouse fibroblasts, % GFP-positive cells imaging, 3 d; cells co-treated with 5-aza-dC sensitizer; scaled so ellipticine positive control = 100%; activation, % at 7.58 µM; AID 743238; actives 0.055% (n = 360,000);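 active = mean normalized replicate activation at least 10% and every replicate at or above 10%; inconclusive = only one of the two criteria met; inactive = mean below 10% and not all replicates reach 10%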;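 note: 0% = median of on-plate neutral control wells and 100% = ellipticine 6 µM median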
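Material: XiGFP fibroblasts, SV40-immortalized. Buffer or medium: DMEM plus 5-aza-dC sensitizer. Compound: single concentration per compound, delivered by pin transfer. Times: 3 days compound exposure. Controls: ellipticine 6 µM.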
CASP6 VEID inh: caspase-6 (human) enzyme inhibition | P55212 | purified caspase-6, Z-VEID-R110 cleavage fluorescence | inhibition, % at 12.5 µM | actives 0.53% (n = 350,000);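 active = mean inhibition across replicates at least about 35%, with every replicate also reaching that limit, limit read from the data; inconclusive = only one of the two criteria met; inactive = neither criterion met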;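 note: 0% = median of neutral control wells and 100% = no fluorescence left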
Target sequence (P55212 24-179 limits assumed): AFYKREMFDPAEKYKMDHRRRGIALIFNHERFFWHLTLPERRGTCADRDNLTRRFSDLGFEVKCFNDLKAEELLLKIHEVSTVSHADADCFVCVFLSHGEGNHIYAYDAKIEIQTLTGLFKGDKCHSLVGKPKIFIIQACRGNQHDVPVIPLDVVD
Target sequence (P55212 194-293 limits assumed): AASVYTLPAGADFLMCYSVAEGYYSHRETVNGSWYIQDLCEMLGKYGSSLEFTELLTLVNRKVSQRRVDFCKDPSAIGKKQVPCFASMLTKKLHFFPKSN
E-selectin induc: E-selectin induction on HUVECs; HUVEC E-selectin immunofluorescence imaging; normalized: neutral wells 0, TNF-alpha wells 100; actives 0.37% (n = 260,000); activation, % at 7.58 µM; P16581; AID 686992;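 active = mean E-selectin-positive cell signal at least 10% of the positive control, reached in at least 60% of replicates, without over 20% cell loss; inconclusive = no rule given, readout overlaps actives, possibly toxicity-flagged; inactive = the rest, including those meeting only one limit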;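 note: in these data hits start at about 27%; measured in HUVEC primary endothelial cells; signal is the percent of cells scored E-selectin positive by PE staining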
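Assay system: HUVEC primary endothelial cells. Input: 3,000 HUVEC seeded per well. Doses: one compound dose added by pin transfer. Read-out basis: % PE-positive cells. Benchmarks: TNF-alpha high, DMSO low. Detection: immunofluorescence imaging. Buffer or medium: EGM-2, gelatin.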
RAD52 anneal inh: RAD52 (human) annealing inhibition; recombinant RAD52 DNA annealing, FRET fluorescence; inhibition, % at 18.7 µM; actives 0.46% (n = 360,000); AID 651710;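 active = every replicate showing at least 50% inhibition; inconclusive = mean inhibition at least 50% but not in every replicate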
* marks the source's active call; other numbers are inactive results; ? = inconclusive; nt = no result given.

# | compound | E-selectin induc | Xi reactivation | CASP6 VEID inh | DENV2 CPE rescue | GSIS activator | RAD52 anneal inh | F508del corr | RAD54 inh
1 | COc1ccc(S(=O)(=O)N[C@H]2CC[C@H](CCn3cc(-c4ccccc4F)nn3)O[C@@H]2CO)cc1 | -0.1 | 0.2 | -1 | -4 | -24 | nt | 3.0 | -7
2 | CC1(c2ccccc2Cl)NC(=O)N(CC(=O)N2CCc3ccccc3C2)C1=O (centres undefined) | 1.1 | -0.1 | 0 | ? | -12 | -1 | 0.5 | 0
3 | CCOc1ccc(S(=O)(=O)N2CCN(CN3C(=O)CC4(CCCC4)C3=O)CC2)cc1 | nt | 0.0 | 2 | -4 | 6 | -11 | 0.2 | -7
4 | CCC(Sc1nc2c(cnn2-c2ccc(Cl)cc2)c(=O)[nH]1)C(=O)OC (centres undefined) | -0.4 | -0.1 | -6 | -4 | nt | -9 | -4.1 | -6
5 | O=c1ccc(-c2ccccc2)nn1Cc1ccc(Cl)cc1 | -0.2 | 0.1 | 0 | -5 | -4 | 7 | -3.1 | 8
6 | Cc1ccc(S(=O)(=O)NCc2ccccc2)cc1C(=O)N1CCN(S(=O)(=O)c2ccccc2F)CC1 | -0.1 | 0.0 | -1 | 58* | -4 | -18 | 0.0 | 6
7 | C/C(=N\NC(=O)c1ccoc1C)c1ccccc1O | nt | 0.2 | -8 | 0 | -1 | -4 | -0.6 | 6
8 | CC(=O)N(C)C[C@@H]1Oc2cc(C#C[C@H](C)O)ccc2S(=O)(=O)N([C@H](C)CO)C[C@H]1C | 0.4 | -0.4 | 2 | -2 | 15 | 4 | 2.5 | -3
9 | Cc1cccc(CCN2CCN=C2Nc2ccccc2)c1 | 0.4 | -0.6 | 0 | -4 | 11 | -15 | -3.5 | -5
10 | CCC(=O)Nc1ccc(NC(=O)c2cccc3c(Br)cccc23)cc1 | nt | 0.1 | -2 | 3 | 9 | -3 | 3.5 | 3
11 | O=C(Cc1n[nH]c(=O)[nH]c1=O)N/N=C/c1ccccc1 | nt | nt | -4 | nt | 17 | -5 | nt | -11
12 | C/C=C/c1ccc([C@@H]2[C@H](C#N)N(C(=O)NC3CCCCC3)[C@H]2CO)cc1 | -0.2 | -0.1 | -7 | 77* | -15 | -21 | -2.1 | -18

Nine entries from above, arranged by count of non-hydrogen atoms, lowest first.
# | compound | E-selectin induc | Xi reactivation | CASP6 VEID inh | DENV2 CPE rescue | GSIS activator | RAD52 anneal inh | F508del corr | RAD54 inh
7 | C/C(=N\NC(=O)c1ccoc1C)c1ccccc1O | nt | 0.2 | -8 | 0 | -1 | -4 | -0.6 | 6
11 | O=C(Cc1n[nH]c(=O)[nH]c1=O)N/N=C/c1ccccc1 | nt | nt | -4 | nt | 17 | -5 | nt | -11
5 | O=c1ccc(-c2ccccc2)nn1Cc1ccc(Cl)cc1 | -0.2 | 0.1 | 0 | -5 | -4 | 7 | -3.1 | 8
10 | CCC(=O)Nc1ccc(NC(=O)c2cccc3c(Br)cccc23)cc1 | nt | 0.1 | -2 | 3 | 9 | -3 | 3.5 | 3
12 | C/C=C/c1ccc([C@@H]2[C@H](C#N)N(C(=O)NC3CCCCC3)[C@H]2CO)cc1 | -0.2 | -0.1 | -7 | 77* | -15 | -21 | -2.1 | -18
2 | CC1(c2ccccc2Cl)NC(=O)N(CC(=O)N2CCc3ccccc3C2)C1=O (centres undefined) | 1.1 | -0.1 | 0 | ? | -12 | -1 | 0.5 | 0
8 | CC(=O)N(C)C[C@@H]1Oc2cc(C#C[C@H](C)O)ccc2S(=O)(=O)N([C@H](C)CO)C[C@H]1C | 0.4 | -0.4 | 2 | -2 | 15 | 4 | 2.5 | -3
1 | COc1ccc(S(=O)(=O)N[C@H]2CC[C@H](CCn3cc(-c4ccccc4F)nn3)O[C@@H]2CO)cc1 | -0.1 | 0.2 | -1 | -4 | -24 | nt | 3.0 | -7
6 | Cc1ccc(S(=O)(=O)NCc2ccccc2)cc1C(=O)N1CCN(S(=O)(=O)c2ccccc2F)CC1 | -0.1 | 0.0 | -1 | 58* | -4 | -18 | 0.0 | 6

New compounds follow:
# | compound | E-selectin induc | Xi reactivation | CASP6 VEID inh | DENV2 CPE rescue | GSIS activator | RAD52 anneal inh | F508del corr | RAD54 inh
13 | COc1cc(/C=C/C(=O)O)cc(S(=O)(=O)Nc2cc(S(=O)(=O)N3CCCCC3)ccc2Cl)c1OC | 0.2 | 0.2 | 0 | -3 | 0 | -16 | 0.1 | -5
14 | CCOC(=O)C1CCN(C(=O)c2ccc(C)c(S(=O)(=O)N3CCCC3)c2)CC1 | 0.1 | 0.1 | -1 | 11 | 14 | 1 | 2.3 | 3
15 | CC1CN(S(=O)(=O)c2ccc(CN3C(=O)c4cccnc4C3=O)s2)c2ccccc2O1 (centres undefined) | 0.3 | 0.0 | 6 | -4 | 12 | -18 | -2.5 | 5
16 | CCC(=O)N1C[C@H](C)[C@H](OC)CN(C)C(=O)c2cc(NC(=O)NC3CCCC3)ccc2OC[C@@H]1C | 0.1 | 0.2 | 2 | 39* | 6 | -7 | -1.9 | nt
17 | NS(=O)(=O)c1ccc(CNC(=O)/C=C/c2ccc(S(=O)(=O)N3CCOCC3)cc2)cc1 | -0.9 | -0.2 | 0 | -3 | -8 | -12 | 3.6 | 4
18 | Cc1ccccc1C(=O)NC(=S)NC1CC1 | 0.2 | 0.1 | -1 | 0 | -12 | -7 | 2.5 | 0
19 | CCCC#Cc1ccc([C@@H]2[C@H](CO)N3C(=O)CN(S(=O)(=O)Cc4ccccc4)C[C@@H]23)cc1 | 0.2 | 0.6 | 0 | -10 | -8 | -7 | -1.1 | nt
20 | C=CCc1ccccc1OCC(O)CN1CCN(CCO)CC1 (centres undefined) | nt | 0.0 | -73 | 5 | 5 | -2 | 1.2 | -14
21 | CSc1cccc(NC(=O)/C=C/c2ccco2)c1 | -0.6 | -0.7 | 6 | -3 | 24 | -49 | -2.8 | nt
22 | S=C(Nc1ccccc1)Nc1ccccc1-n1cccc1 | nt | 0.0 | 2 | -4 | nt | -43 | 1.3 | -1
23 | C[C@H]1CN([C@@H](C)CO)C(=O)c2cc(C3=CCCC3)cnc2O[C@H]1CN(C)S(=O)(=O)c1cn(C)cn1 | -0.3 | 0.0 | 0 | 5 | 4 | -10 | -0.1 | 3
24 | Cn1ncc2c(c(SCc3ccc(Cl)cc3Cl)nn2C)c1=O | nt | 0.1 | 4 | -8 | nt | -10 | 0.1 | nt
25 | Cc1cc(C)cc(N(C(=O)CNS(=O)(=O)c2ccccc2)C(C(=O)NCc2ccccc2)c2ccc(C)o2)c1 (centres undefined) | nt | 0.4 | 1 | -10 | -2 | -16 | -0.4 | 6
26 | CCOC(=O)Cc1csc(N(C)C)n1 | nt | 0.0 | 4 | -1 | 9 | -17 | -5.2 | nt
27 | CCCNC(=O)Nc1ccc2c(c1)C(=O)N(C)[C@@H]1CC[C@@H](CC(=O)NCc3ccccc3)O[C@@H]1CO2 | 0.0 | 0.3 | 2 | 56* | 2 | 13 | 2.2 | -15
28 | O=C(Cc1ccccc1)NNC(=O)Cc1ccccc1 | nt | 0.1 | 0 | -1 | 0 | -4 | 2.4 | -14
29 | COc1ccccc1NS(=O)(=O)c1ccc(C)c(C(=O)N2CCCC2)c1 | nt | 0.0 | -6 | 6 | 14 | -20 | 0.1 | 12
30 | COc1ccccc1NC(=O)C1CCN(S(=O)(=O)c2ccc3c(c2)NC(=O)CO3)CC1 | nt | 0.1 | 3 | 3 | -8 | -4 | -4.7 | -16
31 | C[C@H]1CCCCO[C@H](CN(C)S(=O)(=O)c2ccc(Cl)cc2)[C@@H](C)CN([C@@H](C)CO)C(=O)c2cc(NC(=O)CCC(F)(F)F)ccc2O1 | -0.1 | 0.2 | -1 | 11 | -19 | 6 | -3.3 | -1
32 | CCNC(=O)COc1ccc(OCc2ccccc2)cc1 | 1.0 | -0.1 | -2 | 8 | -1 | -2 | -0.9 | 0
33 | CC(=O)Nc1ccc(S(=O)(=O)N(C)CC(=O)N/N=C/c2ccc(C(=O)O)cc2)cc1 | 0.4 | 0.2 | 1 | 3 | 2 | 0 | 0.5 | -2
34 | CS(=O)(=O)Nc1cccc(NC(=O)C2Cc3c(-c4cccc(F)c4)ccnc3O2)c1 (centres undefined) | 0.8 | 0.1 | 3 | -14 | -10 | -1 | -2.4 | 0
35 | COc1cccc(-n2c(Cc3cc(=O)[nH]c(=O)[nH]3)nnc2SCC(=O)Nc2ccccc2)c1 | 0.1 | 0.2 | 3 | 17 | 2 | -21 | -4.9 | 2
36 | CC(C)(C)C(=O)Oc1cccc(Nc2ncnc3ccccc23)c1 | nt | 0.2 | -1 | 6 | -52 | -17 | -6.6 | -8
37 | O=C(Cc1ccc(Cl)c(Cl)c1)NNC(=S)NCC1CCCO1 (centres undefined) | -0.3 | -0.1 | -2 | -8 | 18 | -8 | -5.5 | 4
38 | Cc1cc(Br)ccc1NC(=O)CN(C)C(=O)c1ccc2ccccc2n1 | 3.3 | 0.0 | 1 | -6 | 25 | -15 | -2.0 | -3
39 | CCCC(=O)Nc1ccc2c(c1)C(=O)N(C)[C@@H]1CC[C@H](CC(=O)NCc3cccc(F)c3)O[C@H]1CO2 | 0.8 | 0.0 | 0 | 0 | -6 | -2 | 0.9 | 1
40 | Cc1c(Cl)cccc1NC(=O)CCC(=O)N/N=C/c1ccc[nH]1 | nt | 0.1 | 0 | -12 | nt | -12 | 0.3 | nt
41 | COC(=O)C[C@H]1CC[C@H]2[C@@H](COc3ccc(NC(=O)C4CCOCC4)cc3C(=O)N2C)O1 | -0.1 | 0.0 | -2 | -13 | 4 | -2 | 0.0 | -13
42 | COc1ccc(-c2noc(CN3CCCCC3c3nccn3C)n2)cc1 (centres undefined) | -0.2 | -0.2 | -5 | -4 | 29 | -5 | 3.1 | -5
43 | O=C(CCNS(=O)(=O)c1ccccc1F)NCc1ccc2c(c1)OCO2 | nt | nt | 1 | nt | 0 | -8 | nt | 1
44 | COc1ccc(S(=O)(=O)N2CCOC2CNC(=O)C(=O)NCCc2ccccc2OC)cc1C (centres undefined) | -0.1 | 0.4 | 1 | -4 | nt | -13 | 2.0 | -7
45 | CN(C)c1ccc(Nc2nc(N)c([N+](=O)[O-])c(N3CCOCC3)n2)cc1 | -2.1 | 0.3 | -1 | -2 | -32 | 19 | nt | nt
46 | C[C@@H](CSc1ccccc1)CN1CC[C@H](NC(=O)OCc2ccccc2)CCC1=O | 0.1 | 0.1 | -2 | 1 | -19 | -23 | 1.5 | -6
47 | C[C@H]1CN([C@@H](C)CO)C(=O)Cc2cc(NC(=O)CCC(F)(F)F)ccc2O[C@@H]1CN(C)C(=O)Nc1ccc(F)cc1 | -0.4 | 0.0 | -11 | 0 | 14 | 20 | -2.5 | 0
48 | O=C(C1CC1)N1[C@@H](CO)[C@@H]2c3ccccc3N(S(=O)(=O)c3ccccc3)C[C@@H]21 | 0.0 | 0.1 | -3 | -6 | 9 | -11 | -0.1 | -6

Rows are unselected; any-hit rate near 3.7%.
